RSV antiviral HEp-2 – RSV antiviral activity via CPE protection, HEp-2 cells, primary 10 µM value included (AID 2391). HEp-2 cells, RSV-induced CPE inhibition; higher % means a stronger effect. CPE inhibition, % at 10 µM; hits with a dose series show IC50 in µM. actives 0.13% (n = 310,000); in the data active means a potency from the dose series; further: strong numbers were not always called active
MgcRacGAP inhibition – MgcRacGAP GTPase-activating activity inhibitors, confirmation, biochemical, ADP Hunter fluorescence. MgcRacGAP-stimulated Rac1 GTP hydrolysis, ADP Hunter fluorescence; higher % means a stronger effect; GST-tagged Rac1 F28L mutant substrate. one-dose inhibition, % at 30 µM; IC50 in µM for titrated hits. actives 0.6% (n = 340,000). AID 624330;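 active means first-screen hits whose inhibition reached a set limit at any dose in the follow-up dose series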;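 further: fluorescence reports GDP produced by GAP-driven GTP hydrolysis; strong numbers were not always called active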
T cell HTS – T cell immune modulation candidate. 2C CD8+ T cell-vesicle binding, flow cytometry; active compounds read low. calls only at 7 µM. actives 0.068% (n = 330,000). AID 2052;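 active means response, share of CD8 T cells binding vesicles, and their 90th percentile fluorescence all below set limits, cut at about 80% in these data, passing the limit was not always enough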
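Also added: QL9-peptide-loaded Drosophila micro-vesicles bearing Ld, ICAM-1 and B7-1; Test system: purified 2C TCR transgenic mouse naive CD8+ T cells; Measured by: cytometric PE anti-B7-1 and Alexa647 anti-CD8 signals after 1% paraformaldehyde fixation; Timing: binding step 1.5 h, 37 °C, antibody labelling 20 min, ice.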
bCat nuc transl – modulators of beta-catenin nuclear translocation; HeLa beta-catenin nuclear translocation, immunofluorescence imaging; nuclear translocation activity, % at 5 µM; actives 0.3% (n = 190,000);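 active means nuclear translocation activity above 50% at 5 µM, with a well cell count of 50 or more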;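 further: per-cell ratio of nuclear to cytoplasmic median beta-catenin stain intensity; plate controls were DMSO negative control for no effect and GSK-3 inhibitor IX positive control for full effect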
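Test system: HeLa cells, endogenous beta-catenin; Compound: single 5 µM dose plus 0.02–20 µM confirmation series; Times: compound exposure 24 h at 37°C; Signal: fluorescence imaging of beta-catenin antibody stain plus DAPI; Read-out: % activation, nuclear-to-cytoplasmic median beta-catenin signal ratio per cell.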
PhoP inhibition – PhoP-dependent GFP reporter repression – Salmonella Typhimurium, primary screen (AID 1863) | actives 0.16% (n = 300,000) | S. Typhimurium PhoP-regulated promoter GFP reporter, 4 h; higher % means a stronger effect | inhibition, % at 50 µM, or IC50 in µM where a hit was titrated;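 active means inhibition over 29.93%, a cutoff 3 SD above the screen mean, later confirmed by dose response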;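 further: 0% = low Mg2+ inducing control and 100% = high Mg2+ repressing control; strong numbers were not always called active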
Myeloid diff 2 – promotes myeloid progenitor differentiation; calls only at 10 µM; AID 624256; ER-HoxA9 myeloid progenitors, lysozyme-GFP differentiation, flow cytometry; actives 1% (n = 360,000);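 active means normalized GFP-positive differentiation at or above the plate's own cutoff, the solvent-only control mean plus 3 SD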;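 further: cells exposed to compound for four days before flow analysis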
WT yeast gro inh – growth inhibition of WT yeast, mitochondrial fusion screen | mitochondrial fusion phenotypic screen, WT strain | inhibition, % at 10 µM | actives 2.1% (n = 190,000) | AID 1362; in the data active means inhibition above about 58%; tested in S. cerevisiae
West Nile virus CPE – West Nile virus antiviral activity, cell-based, CPE readout (AID 1621); CPE inhibition, % at 10 µM, or IC50 in µM where a hit was titrated; actives 0.02% (n = 290,000); West Nile virus-infected cells, CPE inhibition; higher % means a stronger effect; in the data active means a potency from the dose series; further: strong numbers were not always called active
SV40 large T antigen – SV40 large T antigen inhibitors, biochemical (AID 1903) | SV40 large T antigen ATPase/helicase inhibition assay; higher % means a stronger effect | inhibition, % at 20 µM; hits with a dose series show IC50 in µM | actives 0.39% (n = 310,000); in the data active means a potency from the dose series; further: strong numbers were not always called active
WT yeast gro inh mutant strain – also measured in WT yeast gro inh; calls as there; inhibition, %; mitochondrial fusion phenotypic screen, mutant strain inhibition
bCat nuc transl cell count 5 µM – also measured in bCat nuc transl; calls as there; cell count; measured here: cell count, cytotoxicity flag
T cell HTS vesicle-bound % – further read-out of T cell HTS, marked with its call; double positive events, %; measured here: CD8+ vesicle-bound cell fraction;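 binding gate set so that unloaded-vesicle control wells show 10% double positive cells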
Myeloid diff 2 GFP+ MAC1+ % – also measured in Myeloid diff 2; calls as there; GFP+ MAC1+ double positive, %; measured here: differentiation confirmed by MAC1 staining
* hit, by the source's call; i = inactive; / = not tested or not shown; + = active, no number.

Results follow in this order: WT yeast gro inh	RSV antiviral HEp-2	T cell HTS vesicle-bound %	Myeloid diff 2	Myeloid diff 2 GFP+ MAC1+ %	bCat nuc transl	T cell HTS	West Nile virus CPE	bCat nuc transl cell count 5 µM	WT yeast gro inh mutant strain	PhoP inhibition	SV40 large T antigen	MgcRacGAP inhibition
Cc1nnc(SCc2cn3ccsc3n2)n(N)c1=O
    -4.4	-0.8%	7.8	i	1.0	3.4	i	0.2%	1179	19.8	-1.8%	12.0%	2.7%
Cc1ccccc1NC(=O)CCN1C(=O)CSC1=O
    -10.8	0.3%	26.5	i	0.7	-1.8	i	-0.3%	1230	6.0	0.7%	3.5%	6.8%
CCOC(=O)CN(C(=O)CSc1nnc(-c2ccc(OC)c(OC)c2)o1)c1ccc(F)cc1
    5.4	3.1%	13.9	i	0.9	/	i	-0.7%	/	-3.1	0.1%	5.9%	6.2%
Cc1ccc(S(=O)(=O)CCC(=O)O)cc1C
    -17.0	1.0%	/	+	2.8*	1.3	/	-0.3%	570	0.5	-15.1%	-1.5%	-11.2%
c1ccc(NNC2=NCCS2)cc1
    /	3.5%	49.6	i	0.5	/	i	-0.6%	/	/	19.1%	14.4%	-5.7%
COc1ccc(F)cc1C(=O)C1CCCN(C(=O)c2ccc(C(C)=O)s2)C1 (centres undefined)
    /	2.1%	12.4	i	0.9	/	i	-0.8%	/	/	-7.1%	8.5%	8.3%
CCc1nn(CCCC(=O)NCc2ccco2)c(=O)c2cc3occc3n12
    /	2.8%	3.3	i	0.6	/	i	-0.5%	/	/	-9.9%	9.0%	12.3%
Cc1cc(F)ccc1S(=O)(=O)N1CCCOC1CNC(=O)C(=O)NCc1ccc2c(c1)OCO2 (centres undefined)
    /	0.1%	10.5	i	1.1	/	i	-1.5%	/	/	-4.5%	24.2%	2.6%
CCOCCCNc1nc2c(c(=O)[nH]c(=O)n2C)n1CCCc1ccccc1
    -16.3	0.5%	7.9	i	1.4	-0.5	i	-0.5%	1059	-7.8	-4.4%	-2.3%	12.9%
Cc1ccc(S(=O)(=O)N/N=C\c2ccc([N+](=O)[O-])o2)cc1
    -6.5	1.5%	9.4	i	5.6	-0.5	i	-0.7%	1111	-13.4	13.5%	24.0%	7.7%
CCOC(=O)c1cc(S(=O)(=O)N2CCCC2)cn1C
    /	2.5%	34.3	i	0.0	/	i	-0.5%	/	/	1.9%	6.6%	3.4%
N/C(Cc1nc(-c2ccc(Br)cc2)cs1)=N\O
    1.2	2.5%	17.7	i	0.8	-2.0	i	-0.6%	1078	0.5	-0.1%	-0.7%	7.0%
N#CCCN(CCN1CCCC1)S(=O)(=O)c1ccc(-c2ccc([N+](=O)[O-])cc2)cc1
    3.3	-0.6%	59.4	i	0.7	-0.1	i	-2.0%	1490	-7.2	3.9%	5.6%	4.3%
CS(=O)(=O)c1cccc(C(=O)N(CCc2ccccc2)Cc2cccs2)c1
    /	2.5%	16.8	i	0.1	/	i	-1.1%	/	/	1.4%	14.6%	5.8%
O=C(Nc1ccc2c(c1)OCO2)c1ccc2c(c1)S(=O)(=O)c1ccccc1C2=O
    /	1.3%	33.0	i	1.1	/	i	0.0%	/	/	3.2%	0.6%	8.8%
CCCn1c(Nc2ccccc2C)nc2ccccc21
    3.2	1.1%	13.4	i	1.0	-5.2	i	-1.1%	492	-1.6	-5.9%	0.0%	6.9%
CN1C(=O)c2ccccc2C(C(=O)O)C1c1cn(C)c2ccccc12 (centres undefined)
    35.3	-0.1%	42.7	i	1.7	-2.8	i	-0.3%	1282	-2.4	2.5%	0.4%	7.9%
COc1ccc(-n2nc([N+](=O)[O-])c(=NCc3ccc4c(c3)OCO4)n2O)cc1
    19.6	1.6%	44.6	i	0.1	0.5	i	-0.1%	968	1.6	9.7%	8.5%	9.1%
N#Cc1c(N)n(-c2ccc(O)cc2)c2nc3ccccc3nc12
    -3.2	0.6%	49.6	i	0.5	1.4	i	0.1%	1107	2.2	9.2%	1.9%	8.2%
O=C(CSc1nnc2ccccn12)Nc1ccc(S(=O)(=O)N2CCOCC2)cc1
    -10.1	3.6%	39.1	i	0.2	-1.6	i	0.6%	1115	-1.7	5.2%	12.3%	10.2%

Arranged by molecular weight (rising): part of the list above
Results follow in this order: WT yeast gro inh	RSV antiviral HEp-2	T cell HTS vesicle-bound %	Myeloid diff 2	Myeloid diff 2 GFP+ MAC1+ %	bCat nuc transl	T cell HTS	West Nile virus CPE	bCat nuc transl cell count 5 µM	WT yeast gro inh mutant strain	PhoP inhibition	SV40 large T antigen	MgcRacGAP inhibition
CCOC(=O)c1cc(S(=O)(=O)N2CCCC2)cn1C
    /	2.5%	34.3	i	0.0	/	i	-0.5%	/	/	1.9%	6.6%	3.4%
N#Cc1c(N)n(-c2ccc(O)cc2)c2nc3ccccc3nc12
    -3.2	0.6%	49.6	i	0.5	1.4	i	0.1%	1107	2.2	9.2%	1.9%	8.2%
Cc1ccc(S(=O)(=O)N/N=C\c2ccc([N+](=O)[O-])o2)cc1
    -6.5	1.5%	9.4	i	5.6	-0.5	i	-0.7%	1111	-13.4	13.5%	24.0%	7.7%
N/C(Cc1nc(-c2ccc(Br)cc2)cs1)=N\O
    1.2	2.5%	17.7	i	0.8	-2.0	i	-0.6%	1078	0.5	-0.1%	-0.7%	7.0%
CN1C(=O)c2ccccc2C(C(=O)O)C1c1cn(C)c2ccccc12 (centres undefined)
    35.3	-0.1%	42.7	i	1.7	-2.8	i	-0.3%	1282	-2.4	2.5%	0.4%	7.9%
CCOCCCNc1nc2c(c(=O)[nH]c(=O)n2C)n1CCCc1ccccc1
    -16.3	0.5%	7.9	i	1.4	-0.5	i	-0.5%	1059	-7.8	-4.4%	-2.3%	12.9%
CS(=O)(=O)c1cccc(C(=O)N(CCc2ccccc2)Cc2cccs2)c1
    /	2.5%	16.8	i	0.1	/	i	-1.1%	/	/	1.4%	14.6%	5.8%
N#CCCN(CCN1CCCC1)S(=O)(=O)c1ccc(-c2ccc([N+](=O)[O-])cc2)cc1
    3.3	-0.6%	59.4	i	0.7	-0.1	i	-2.0%	1490	-7.2	3.9%	5.6%	4.3%
O=C(CSc1nnc2ccccn12)Nc1ccc(S(=O)(=O)N2CCOCC2)cc1
    -10.1	3.6%	39.1	i	0.2	-1.6	i	0.6%	1115	-1.7	5.2%	12.3%	10.2%

(more compounds)
Results follow in this order: WT yeast gro inh	RSV antiviral HEp-2	T cell HTS vesicle-bound %	Myeloid diff 2	Myeloid diff 2 GFP+ MAC1+ %	bCat nuc transl	T cell HTS	West Nile virus CPE	bCat nuc transl cell count 5 µM	WT yeast gro inh mutant strain	PhoP inhibition	SV40 large T antigen	MgcRacGAP inhibition
Cc1csc(NC(=O)C2CCCN(S(=O)(=O)c3cccnc3)C2)n1 (centres undefined)
    1.1	0.8%	64.3	i	2.4	/	i	-0.7%	/	1.9	-2.1%	0.8%	7.5%
CN(C)C(=O)CSc1n[nH]c(=O)n1CCc1ccccc1
    /	0.1%	41.2	i	0.4	/	i	-0.1%	/	/	-3.2%	8.8%	3.7%
CCOC(=O)c1c(C)[nH]c(C(=O)CN2C(=O)NC3(CCCC3)C2=O)c1C
    /	0.6%	27.9	i	0.3	0.2	i	-0.1%	1293	/	-9.6%	12.5%	7.9%
COc1ccc(NC(=O)C2CCN(S(=O)(=O)c3cccc4nonc34)CC2)cc1OC
    /	1.2%	22.0	i	3.2	/	i	0.6%	/	/	-3.3%	7.6%	5.8%
Cc1cc(C)n(C(=O)c2cc(F)c(F)cc2C)n1
    -20.4	2.8%	52.4	i	0.4	1.9	i	0.4%	951	-3.7	1.6%	8.0%	10.5%
O=C(COc1cccc2ccccc12)N1CCN(c2ccccn2)CC1
    -0.9	1.7%	11.0	i	6.8	-0.1	i	-0.3%	1102	-6.8	5.3%	1.9%	5.3%
CCOc1ccc2nc(NC(=O)CCC(=O)c3cccs3)sc2c1
    -12.7	0.7%	16.6	i	1.4	-0.5	i	-0.2%	1175	-18.9	-3.0%	-4.3%	15.3%
COc1cccc(NC(=O)CN(C)C(=O)c2cc(C)on2)c1
    /	-0.7%	14.5	i	1.3	/	i	/	/	/	-6.3%	25.8%	13.5%
COc1ccc(CCNC(=O)CN(c2cccc([N+](=O)[O-])c2)S(C)(=O)=O)cc1OC
    15.0	-0.2%	43.7	i	0.2	0.5	i	-0.3%	1458	-30.4	-6.6%	-2.7%	8.8%
COc1ccccc1C(C[N+](=O)[O-])c1c[nH]c2ccccc12 (centres undefined)
    /	/	29.6	i	1.3	6.4	i	-0.2%	1228	/	-0.7%	4.2%	-5.8%
Cc1ccc(C(=O)OCC(=O)Nc2cc(S(=O)(=O)N3CCOCC3)ccc2C)cc1
    -7.3	3.2%	12.3	i	0.5	0.5	i	-0.4%	1051	3.2	6.3%	6.6%	11.8%
Cc1ccc(S(=O)(=O)Cc2ccc(C(=O)N3CCCC3)o2)cc1
    2.7	1.5%	39.3	i	1.8	/	i	-1.0%	/	3.9	6.2%	-7.0%	9.7%
Cn1nnnc1SCC(=O)N(C1CCCCC1)C1CCCCC1
    16.0	-0.7%	32.7	i	1.1	0.4	i	/	862	4.4	-3.3%	7.7%	8.8%
COc1ccc(C(=O)COC(=O)C2CCN(S(=O)(=O)c3cccc4cccnc34)CC2)cc1
    1.4	0.6%	24.9	i	1.0	-2.1	i	0.5%	1126	-8.2	-2.4%	15.1%	4.6%
COc1ccc(NC(=O)C2CCN(C(=O)NCc3ccccc3)CC2)cc1
    -9.8	-0.4%	25.9	i	0.6	-2.6	i	-0.8%	941	15.7	3.2%	5.1%	10.8%
Cc1c(N=Nc2ccc(O)cc2)c(=O)n(-c2ccccc2)n1C
    5.8	4.0%	13.5	i	0.9	3.7	i	-0.1%	906	-4.2	3.8%	28.0%	19.8µM*
CC1(C)Cc2ccccc2C2=NNC(=O)C2=N1
    -23.6	2.0%	21.4	+	0.8*	1.2	i	2.4%	1424	1.7	3.1%	1.0%	0.8%
Cc1ccc(C(=O)OCC(=O)Nc2ccc3[nH]c(=O)[nH]c3c2)cc1[N+](=O)[O-]
    /	0.6%	53.6	i	0.3	0.2	i	0.1%	1325	/	1.0%	8.0%	12.0%
C=CCN1C(=O)C(=O)N(CC(=O)c2ccc3c(c2)CCCC3)C1=O
    /	6.9%	35.2	i	1.0	/	i	/	/	/	/	/	0.8%
Cc1ccccc1NC(=O)N1CCN(S(=O)(=O)c2ccccc2)CC1
    6.9	-0.7%	59.9	i	1.5	3.2	i	0.2%	976	6.9	-2.5%	8.8%	6.9%
